APOBEC3G inh: APOBEC3G (human) deaminase inhibition; AID 493012; recombinant A3G, ssDNA deamination FAM/TAMRA fluorescence; Q9HC16; 330,000 tested, 0.28% active; inhibition, % at 20 µM;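 active = inhibition of at least 40% at 20 µM, with no more than 30% in the related APOBEC3A deaminase screen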;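 note: plate controls were DMSO wells with A3G for no effect and wells lacking A3G enzyme for full effect; some compounds called inactive have numbers as strong as hits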
SENP8 block-1: inhibitors of human SENP8 protease; inhibition, % at 20 µM; recombinant SENP8, Nedd8 substrate fluorescence; Q96LD8; 360,000 tested, 0.64% active; AID 602440; in the data active = inhibition mostly above about 40%, no sharp cut-off; inactive = mostly below about 27%
Target sequence (Q96LD8 whole entry, looked up): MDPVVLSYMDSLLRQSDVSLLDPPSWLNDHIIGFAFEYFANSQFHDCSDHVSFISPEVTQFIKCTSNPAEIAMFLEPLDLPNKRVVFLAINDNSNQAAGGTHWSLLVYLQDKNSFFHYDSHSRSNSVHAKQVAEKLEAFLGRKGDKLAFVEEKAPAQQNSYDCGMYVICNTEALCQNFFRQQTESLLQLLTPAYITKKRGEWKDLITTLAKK
SENP6 inh: blocks the human protease SENP6; Q9GZR1; Recombinant SENP6 catalytic domain, aminoluciferin luminescence; inhibition, % at 10 µM; 330,000 tested, 1.8% active; AID 2599;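 active = inhibition above about 50% at the single tested dose, limit read from the data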;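 note: plate controls were DMSO wells with enzyme for no effect and DMSO wells lacking enzyme for full effect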
SENP7 inh: inhibitors of human SENP7 protease | Q9BQF6 | recombinant SENP7, Z-RLRGG-aminoluciferin luminescence, 40 min | inhibition, % at 5 µM | 330,000 tested, 1.5% active | AID 434973;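 active = inhibition above about 50% at the single test dose, limit read from the data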;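 note: plate controls were DMSO with enzyme for no effect and no enzyme buffer wells for full effect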
Target sequence (Q9BQF6 706-1050 limits assumed): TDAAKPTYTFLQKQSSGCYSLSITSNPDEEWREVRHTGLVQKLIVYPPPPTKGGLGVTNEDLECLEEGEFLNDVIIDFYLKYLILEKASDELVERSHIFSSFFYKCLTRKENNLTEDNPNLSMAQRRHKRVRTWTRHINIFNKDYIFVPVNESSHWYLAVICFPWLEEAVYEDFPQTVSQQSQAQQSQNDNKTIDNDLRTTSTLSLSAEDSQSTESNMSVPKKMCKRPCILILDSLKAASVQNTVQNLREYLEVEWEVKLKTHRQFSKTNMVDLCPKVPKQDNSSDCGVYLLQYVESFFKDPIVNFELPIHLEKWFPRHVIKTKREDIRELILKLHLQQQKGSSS
SENP1 inh: SENP1 (human) catalytic domain inhibition | inhibition, % at 10 µM | AID 624204 | 360,000 tested, 0.21% active | recombinant SENP1 catalytic domain, CyPet-SUMO1-YPet FRET cleavage;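 active = inhibition at least 30% at 10 µM, raw YFP signal under a set limit, fluorescence ratio 0.5 to 1.5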;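 note: 0% = enzyme with DMSO and 100% = no enzyme wells; some results filed as inactive read as strong as hits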
Target sequence (Q9P0U3 419-644 limits assumed): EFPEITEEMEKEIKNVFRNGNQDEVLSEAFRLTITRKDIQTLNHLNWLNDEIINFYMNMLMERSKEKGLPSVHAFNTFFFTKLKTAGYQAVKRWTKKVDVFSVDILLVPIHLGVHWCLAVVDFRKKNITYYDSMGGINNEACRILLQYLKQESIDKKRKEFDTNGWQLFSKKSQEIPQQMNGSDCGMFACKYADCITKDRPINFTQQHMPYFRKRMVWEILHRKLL
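Material – human SENP1 catalytic domain · Input – SENP1 enzyme, 20 pM final · Compound dosing – single concentration of 10 µM compound, 0.5% DMSO final · Timing – enzyme reaction for 50 min at room temperature, dark · Measured by – FRET fluorescence in CFP and YFP emission channels · Control set – no-enzyme wells low, DMSO-plus-enzyme wells high control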
SENP8 block-2: SENP8 protease inhibition; AID 2540; 330,000 tested, 1.2% active; inhibition, % at 10 µM; purified SENP8, Z-RLRGG-aminoluciferin cleavage, luminescence; in the data active = inhibition above about 50%
Apaf1 inhib: blocks human Apaf-1 apoptosome activity | 330,000 tested, 0.71% active | reconstituted apoptosome caspase-3 activity, DEVD-Rh110 fluorescence | inhibition, % at 20 µM; active = inhibition of at least 40% at 20 µM;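 note: plate controls were DMSO wells for no effect and DEVD-CHO caspase inhibitor wells for full effect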
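Medium: Hepes buffer, pH 7.5 / System: biochemical Apaf-1 apoptosome reconstitution / Measured by: Rh110 fluorescence, excitation 480 nm, emission 540 nm / Times: compound with Apaf-1, dATP, procaspase-3 30 min, then 50 min reaction, room temperature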
UBC13 polyUb: inhibitors of human UBC13 polyubiquitin chain formation; P61088; TR-FRET; inhibition, % at 20 µM; 330,000 tested, 0.47% active; in the data active = inhibition above about 45%, passing the limit was not always enough
Target sequence (P61088 whole entry, looked up): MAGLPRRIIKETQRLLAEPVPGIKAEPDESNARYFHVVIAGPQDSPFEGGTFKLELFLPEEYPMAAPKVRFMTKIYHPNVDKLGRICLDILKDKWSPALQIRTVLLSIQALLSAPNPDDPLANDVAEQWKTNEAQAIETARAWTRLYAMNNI
The depositor's hits bear a star.

`COc1cccc(NC(=O)COC(=O)c2ccc(S(=O)(=O)NCc3ccco3)cc2)c1` gave APOBEC3G inh -6, SENP8 block-1 7, SENP6 inh -1, SENP7 inh 2, SENP1 inh -1, SENP8 block-2 5, Apaf1 inhib -10 and UBC13 polyUb 5.
Screening CN1CCN(c2ccccc2NC(=O)c2c(F)cccc2F)CC1 returned APOBEC3G inh -5, SENP8 block-1 7, SENP6 inh 10, SENP7 inh -8, SENP1 inh 2, SENP8 block-2 -3, Apaf1 inhib 13 and UBC13 polyUb -21.
`CC(C)CCN1CCN(Cc2nc(-c3ccccc3)cs2)CC1CCO` (stereo unspecified) gave APOBEC3G inh -11, SENP8 block-1 11, SENP6 inh -11, SENP7 inh -5, SENP1 inh 2, SENP8 block-2 -5, Apaf1 inhib -4 and UBC13 polyUb 3.
O=C(CCC(=O)OCc1ccc(Br)cc1)Nc1ccccc1 was read as APOBEC3G inh -6, SENP8 block-1 8, SENP6 inh 12, SENP7 inh 17, SENP1 inh 2, SENP8 block-2 4, Apaf1 inhib 2 and UBC13 polyUb 2.
For CCCCn1c(N)c(N(CCOC)C(=O)C(C)Oc2ccc(Cl)cc2)c(=O)[nH]c1=O (stereo unspecified) the results were APOBEC3G inh 5, SENP8 block-1 -4, SENP6 inh -1, SENP7 inh 0, SENP1 inh -4, SENP8 block-2 -14, Apaf1 inhib 4 and UBC13 polyUb -4.
For COc1ccc(-c2noc(=O)n2Cc2ccccc2Cl)cc1 the results were APOBEC3G inh -9, SENP8 block-1 13, SENP6 inh 10, SENP7 inh 1, SENP1 inh 0, SENP8 block-2 14, Apaf1 inhib 0 and UBC13 polyUb 9.
For CCOP(=O)(O)c1ccccc1OCCOCCOc1ccccc1P(=O)(O)OCC the results were APOBEC3G inh -2, SENP8 block-1 22, SENP6 inh 1, SENP7 inh -3, SENP1 inh 1, SENP8 block-2 8, Apaf1 inhib -8 and UBC13 polyUb -5.
For O=C(/C=C/c1ccco1)Nc1ccc(C(=O)N2CCOCC2)cc1 the results were APOBEC3G inh 21, SENP8 block-1 7, SENP6 inh 14, SENP7 inh 1, SENP1 inh 0, SENP8 block-2 -5, Apaf1 inhib 3 and UBC13 polyUb 0.
CCc1ccc(-c2cn(-c3nc(C)cc(C)n3)c(=N)o2)cc1 was read as APOBEC3G inh -4, SENP8 block-1 4, SENP6 inh 24, SENP7 inh 8, SENP1 inh 1, SENP8 block-2 9, Apaf1 inhib 3 and UBC13 polyUb 8.
Screening Cc1nn(C)c(C)c1S(=O)(=O)N1CCc2ccccc21 returned APOBEC3G inh -8, SENP8 block-1 16, SENP6 inh 1, SENP7 inh 6, SENP1 inh 3, SENP8 block-2 8, Apaf1 inhib -24 and UBC13 polyUb 1.
Screening COc1ccc(C)c2sc(NC(=O)c3cccc(N4C(=O)CCC4=O)c3)nc12 returned APOBEC3G inh -7, SENP8 block-1 -197, SENP6 inh -22, SENP7 inh 12, SENP1 inh 0, SENP8 block-2 -10, Apaf1 inhib -2 and UBC13 polyUb -2.
Screening CCC(C)NC(=O)Cn1nc(Cc2ccncc2)c2ccccc2c1=O (stereo unspecified) returned APOBEC3G inh -8, SENP8 block-1 12, SENP6 inh 3, SENP7 inh -2, SENP1 inh 3, SENP8 block-2 -4, Apaf1 inhib 11 and UBC13 polyUb 0.
O=C1C=C(c2ccc(Oc3ccccc3)cc2)C[C@@H](c2ccc(Cl)cc2)C1 was read as APOBEC3G inh -9, SENP8 block-1 19, SENP6 inh 2, SENP7 inh 8, SENP1 inh 1, SENP8 block-2 3, Apaf1 inhib 13 and UBC13 polyUb 5.
For COc1ccc(CN2CSC(=S)N(Cc3ccccc3)C2)cc1 the results were APOBEC3G inh -3, SENP8 block-1 -7, SENP6 inh 6, SENP7 inh -10, SENP1 inh 3, SENP8 block-2 5, Apaf1 inhib 7 and UBC13 polyUb 4.
CCCCCCNc1c([N+](=O)[O-])cc(C)cc1[N+](=O)[O-] was read as APOBEC3G inh 0, SENP8 block-1 17, SENP6 inh -3, SENP7 inh 7, SENP1 inh 9, SENP8 block-2 -5, Apaf1 inhib 13 and UBC13 polyUb -26.

Among those listed so far, 3 contain a Cl atom.
For CCCCn1c(N)c(N(CCOC)C(=O)C(C)Oc2ccc(Cl)cc2)c(=O)[nH]c1=O (stereo unspecified) the results were APOBEC3G inh 5, SENP8 block-1 -4, SENP6 inh -1, SENP7 inh 0, SENP1 inh -4, SENP8 block-2 -14, Apaf1 inhib 4 and UBC13 polyUb -4.
For COc1ccc(-c2noc(=O)n2Cc2ccccc2Cl)cc1 the results were APOBEC3G inh -9, SENP8 block-1 13, SENP6 inh 10, SENP7 inh 1, SENP1 inh 0, SENP8 block-2 14, Apaf1 inhib 0 and UBC13 polyUb 9.
O=C1C=C(c2ccc(Oc3ccccc3)cc2)C[C@@H](c2ccc(Cl)cc2)C1 was read as APOBEC3G inh -9, SENP8 block-1 19, SENP6 inh 2, SENP7 inh 8, SENP1 inh 1, SENP8 block-2 3, Apaf1 inhib 13 and UBC13 polyUb 5.

Next section
Screening O=[N+]([O-])c1ccc(NCCCO)c(S(=O)(=O)N2CCOCC2)c1 returned APOBEC3G inh -6, SENP8 block-1 17, SENP6 inh 19, SENP7 inh 7, SENP1 inh 2, SENP8 block-2 3, Apaf1 inhib -17 and UBC13 polyUb 5.
For C/C(=N\NC(=O)CSCc1ccccc1Cl)c1cc(O)ccc1O the results were APOBEC3G inh -7, SENP8 block-1 12, SENP6 inh 7, SENP7 inh 10, SENP1 inh 6, SENP8 block-2 2, Apaf1 inhib -8 and UBC13 polyUb 12.
O=C(COC(=O)C1=COCCO1)NC1CCCCC1 was read as APOBEC3G inh 4, SENP8 block-1 19, SENP6 inh -10, SENP7 inh -1, SENP1 inh 0, SENP8 block-2 0, Apaf1 inhib -10 and UBC13 polyUb -18.
For CC(C)(C)c1cccc(P(=O)(c2ccccc2)c2ccccc2)c1O the results were APOBEC3G inh 1, SENP8 block-1 28, SENP6 inh -9, SENP7 inh 7, SENP1 inh -1, SENP8 block-2 -5, Apaf1 inhib 11 and UBC13 polyUb 16.
`CCNC(=S)Nc1cc(OC)c(NC(=O)c2ccco2)cc1OC` gave APOBEC3G inh -1, SENP8 block-1 -2, SENP6 inh 5, SENP7 inh -4, SENP1 inh -1, SENP8 block-2 6, Apaf1 inhib -4 and UBC13 polyUb -9.
Screening C[C@H]1CN([C@@H](C)CO)C(=O)Cc2cc(NC(=O)CCC(F)(F)F)ccc2O[C@H]1CN(C)CC1CC1 returned APOBEC3G inh -8, SENP8 block-1 4, SENP6 inh -5, SENP7 inh -3, SENP1 inh -1, SENP8 block-2 -2, Apaf1 inhib 3 and UBC13 polyUb 18.
CN(/N=C/c1ccccc1O)C(=S)c1ccccc1 was read as APOBEC3G inh -6, SENP8 block-1 22, SENP6 inh -6, SENP7 inh -25, SENP1 inh -2, SENP8 block-2 -5, Apaf1 inhib -2 and UBC13 polyUb -8.
Cc1cc(C)c(S(=O)(=O)c2ccccc2)c(N(C)C)n1 was read as APOBEC3G inh 1, SENP8 block-1 14, SENP6 inh 12, SENP7 inh 6, SENP1 inh -2, SENP8 block-2 -6, Apaf1 inhib 11 and UBC13 polyUb 8.
COc1ccc(NC(=O)c2ccco2)c2ccccc12 was read as APOBEC3G inh -8, SENP8 block-1 7, SENP6 inh 9, SENP7 inh 9, SENP1 inh -4, SENP8 block-2 8, Apaf1 inhib 0 and UBC13 polyUb -1.
`CCOC(=O)c1c(N)sc(C(=O)N(CC)CC)c1C` gave APOBEC3G inh -2, SENP8 block-1 4, SENP6 inh -1, SENP7 inh -11, SENP1 inh 1, SENP8 block-2 -11, Apaf1 inhib -15 and UBC13 polyUb -7.
O=C(Nc1ccccc1)N1CCN(c2ccccn2)CC1 was read as APOBEC3G inh 2, SENP8 block-1 -24, SENP6 inh -19, SENP7 inh 11, SENP1 inh 1, SENP8 block-2 -5, Apaf1 inhib 0 and UBC13 polyUb 3.
O=C1C(c2ccc(F)cc2)N(Cc2ccc3c(c2)OCO3)C(=O)CN1C1CCCC1 (stereo unspecified) was read as APOBEC3G inh -3, SENP8 block-1 10, SENP6 inh -17, SENP7 inh 2, SENP1 inh -1, SENP8 block-2 -4, Apaf1 inhib 9 and UBC13 polyUb 11.
CCOC(=O)C1CCN(C2CC(=O)N(c3cccc(Cl)c3)C2=O)CC1 (stereo unspecified) was read as APOBEC3G inh -1, SENP8 block-1 17, SENP6 inh -2, SENP7 inh 15, SENP1 inh -1, SENP8 block-2 -15, Apaf1 inhib -3 and UBC13 polyUb -18.
CCN1CCN(C(=S)Nc2cccc([N+](=O)[O-])c2)CC1 was read as APOBEC3G inh -6, SENP8 block-1 19, SENP6 inh 11, SENP7 inh 7, SENP1 inh 0, SENP8 block-2 3, Apaf1 inhib -1 and UBC13 polyUb -2.
`COc1cc(C(C(=O)NC2CCCC2)N(C(=O)c2ccco2)c2ccccc2C(C)=O)cc(OC)c1OC` (stereo unspecified) gave APOBEC3G inh -10, SENP8 block-1 10, SENP6 inh 5, SENP7 inh -2, SENP1 inh 4, SENP8 block-2 -7, Apaf1 inhib -3 and UBC13 polyUb -4.
Screening COc1ccc(OC)c(NC(=O)Cn2c(=O)oc3ccccc32)c1 returned APOBEC3G inh -6, SENP8 block-1 21, SENP6 inh -24, SENP7 inh -11, SENP1 inh -1, SENP8 block-2 -2, Apaf1 inhib 8 and UBC13 polyUb -4.
`O=C(CC1NCCNC1=O)Nc1ccc([N+](=O)[O-])cc1` (stereo unspecified) gave APOBEC3G inh -4, SENP8 block-1 14, SENP6 inh 10, SENP7 inh -8, SENP1 inh -1, SENP8 block-2 -13, Apaf1 inhib -37 and UBC13 polyUb -10.
`N#CCCN1CCN(C(=O)c2c(N)no[n+]2[O-])CC1` gave APOBEC3G inh -10, SENP8 block-1 12, SENP6 inh 5, SENP7 inh 1, SENP1 inh 0, SENP8 block-2 1, Apaf1 inhib 2 and UBC13 polyUb 3.
`CCc1cccc(NS(=O)(=O)c2ccc(-n3cccn3)cc2)c1` gave APOBEC3G inh -4, SENP8 block-1 12, SENP6 inh 5, SENP7 inh 2, SENP1 inh 1, SENP8 block-2 -2, Apaf1 inhib 5 and UBC13 polyUb 2.
COc1ccc(CCNCC(=O)Nc2ccc(C)c(Br)c2)cc1OC was read as APOBEC3G inh 4, SENP8 block-1 20, SENP6 inh 7, SENP7 inh -3, SENP1 inh -4, SENP8 block-2 2, Apaf1 inhib 6 and UBC13 polyUb 4.
`CC(=O)N(Cc1cccs1)Cc1cc2ccc(C)c(C)c2nc1Cl` gave APOBEC3G inh -5, SENP8 block-1 0, SENP6 inh -26, SENP7 inh 6, SENP1 inh -2, SENP8 block-2 -1, Apaf1 inhib 17 and UBC13 polyUb 13.
`COc1ccc(S(=O)(=O)N2CCC(C(=O)NCc3ccncc3)CC2)cc1OC` gave APOBEC3G inh -4, SENP8 block-1 -3, SENP6 inh -42, SENP7 inh -7, SENP1 inh 0, SENP8 block-2 -10, Apaf1 inhib 11 and UBC13 polyUb 0.
`Cc1cccc(CSCCNC(=O)CN(c2cc(C)cc(C)c2)S(C)(=O)=O)c1` gave APOBEC3G inh -4, SENP8 block-1 25, SENP6 inh -8, SENP7 inh 3, SENP1 inh 1, SENP8 block-2 -4, Apaf1 inhib 0 and UBC13 polyUb 10.
For CC(C)(C)n1nnnc1C(c1cccs1)N(Cc1ccccc1)Cc1ccco1 (stereo unspecified) the results were APOBEC3G inh 3, SENP8 block-1 17, SENP6 inh -2, SENP7 inh -1, SENP1 inh 0, SENP8 block-2 3, Apaf1 inhib 17 and UBC13 polyUb 2.
For COc1ccc(S(=O)(=O)N/N=C/c2ccc(OCCN3CCOCC3)c(OC)c2)cc1 the results were APOBEC3G inh -5, SENP8 block-1 10, SENP6 inh -12, SENP7 inh 4, SENP1 inh -3, SENP8 block-2 1, Apaf1 inhib -3 and UBC13 polyUb 0.

Screening data from PubChem.
